High-throughput results (PubChem BioAssay)
p53ts 32C tox = kills p53ts cells at the permissive temperature | H1299-p53A138V at 32C, ATP luminescence viability, 24 h | actives 0.93% (n = 130,000) | Potency, µM (series often up to 46.1 µM), without a hit: at the highest dose activity change, negative = cytotoxicity, hits mostly cytotoxic;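 also: 0% = DMSO and -100% = full killing by reference compound; nearly all actives have a fitted effect of over 55% in size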
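Viability by ATPlite luminescence after 24 h compound treatment (up to 46 uM) at the permissive 32C. Cells are H1299 carrying p53 A138V. Scale runs from DMSO basal to 100 uM tamoxifen as full kill; AC50 from Hill fits.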
IkB signaling = inhibitors of IkB signaling in ABC-DLBCL cells; actives 0.04% (n = 110,000); ABC-DLBCL IkBa-CBG/CBR dual luciferase ratio, 4 h; response scale: scaled: untreated 0%, proteasome inhibitor 100%; Potency, µM (doses to about 57.1 µM), for inactives: at the highest dose IkBa stabilization activation; AID 445; active = well fitted curve in the direction sought with a large enough effect in the signal ratio, not every such curve was filed as active; inconclusive = small, poorly fitted or top-dose-only effect, or a change in a side signal; the % refers to the signal ratio;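 also: the direction sought is a rising ratio; 0% = basal untreated cells and 100% = reference inhibitor full response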
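Luminescence ratio of IκBα-fused green versus native red beetle luciferase in OCI-Ly3 cells, 4 h post-doxycycline with compound; red signal alone, scaled from basal (0%) to zero light (-100%), flagged nonspecific or cytotoxic effects.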
Imprint erasure = genomic imprint erasure induction; Potency, µM (series often up to 60.7 µM), for inactives: at the top dose activity change, positive = activation, hits mostly activators; actives 0.02% (n = 110,000); mouse ES Peg3-LacZ reporter, beta-gal luminescence, 40 h;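 also: 0% = negative control wells on the plate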
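Gelatin-coated wells received 300 freshly trypsinized female ES cells with a Peg3LacZ-Neo reporter on the maternal allele, then incubated 40 hours at 37C. BetaGlo was added for 5 minutes at room temperature before a single luminescence read.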
p53ts 39C kill = cytotoxicity in p53ts cells at nonpermissive temperature | AID 902 | H1299-p53A138V viability at 39C, ATP luminescence, 24 h | Potency, µM (highest dose often 46.1 µM), without a hit: at the top dose activity change, negative = cell killing, most hits filed as cytotoxic | actives 1.5% (n = 130,000); also: nearly all actives have a fitted effect of over 55% in size
Active calls of the source: *; ? = inconclusive; / = not tested or not shown; & = joins results of further samples; [ ] = remark or other dose. Unless noted, calls follow the shape of the dose curve; as a rule, active = well fitted curve in the direction sought with a large enough effect; inconclusive = small, poorly fitted or top-dose-only effect, or another doubt; inactive = no such curve, though single readings can be large; an effect the other way counts as inactive or inconclusive. Unless noted, % is scaled to controls: 0 for no effect and ±100 for the full control effect; potency is read from the fitted curve at half-maximal effect.

The opening five compounds (preview)
molecule,p53ts 32C tox,IkB signaling,Imprint erasure,p53ts 39C kill
Nc1nonc1-c1noc(N2CCOCC2)n1,1%,/,/,7%
Cc1ccc(S(=O)(=O)Nc2ccc3nc(N)sc3c2)cc1,-5%,0.5%,-9%,-6%
CSC1=C(C#N)C2(CCCCC2)C(C(=O)Nc2ccccc2)=C(C)N1,0%,1.8%,-7%,3%
O=C(N[C@@]1(C(=O)O)C[C@@H]1c1ccccc1)c1ccccc1,-3%[9.22 µM],0.2%[11.4 µM],-9%[10.9 µM],-22%[9.22 µM]
Cc1ccc(/C=N/c2sc3c(c2C#N)CCC3)s1,?,-1.0%,-17%,?

The whole of this part, from the first entry:
molecule,p53ts 32C tox,IkB signaling,Imprint erasure,p53ts 39C kill
Nc1nonc1-c1noc(N2CCOCC2)n1,1%,/,/,7%
Cc1ccc(S(=O)(=O)Nc2ccc3nc(N)sc3c2)cc1,-5%,0.5%,-9%,-6%
CSC1=C(C#N)C2(CCCCC2)C(C(=O)Nc2ccccc2)=C(C)N1,0%,1.8%,-7%,3%
O=C(N[C@@]1(C(=O)O)C[C@@H]1c1ccccc1)c1ccccc1,-3%[9.22 µM],0.2%[11.4 µM],-9%[10.9 µM],-22%[9.22 µM]
Cc1ccc(/C=N/c2sc3c(c2C#N)CCC3)s1,?,-1.0%,-17%,?
Cc1cccc(-c2nc(Cn3c(SCc4cccc(C(F)(F)F)c4)nc4ccncc43)c(C)o2)c1,-7%,-2.3%,6%[10.9 µM],10µM*
COc1cc(NC(=O)c2nnn(CC(=O)Nc3cc(C)ccc3C)c2N)cc(OC)c1,-16%,1.2%,6%[10.9 µM],-24%
O=C(Nc1ccc(Br)cc1)c1cc2nc(-c3ccccc3)cc(-c3ccccc3)n2n1,4%,3.2%,9%[10.9 µM],17%
COc1ccc(-c2cc(C(F)(F)F)n3ncc(C(=O)NCC4CCCO4)c3n2)cc1 (stereo unspecified),-1%,0.8%,5%,6%
CCN1C(=O)[C@H]2[C@H]3[C@H](O)[C@H](O)C/C(=N/O[C@@H](C)c4cn([C@H](CO)Cc5ccccc5)nn4)[C@@H]3CC[C@@H]2C1=O,-1%&5%[9.22 µM],/,/,9%&1%[9.22 µM]
COc1cc2cc(CN(Cc3nnnn3Cc3ccccc3)CC3CCCO3)c(=O)[nH]c2cc1OC (stereo unspecified),-6%,-0.7%,-5%,-2%
COc1ccc(C)cc1-n1cnc2cc(C(=O)NC3CCCC3)ccc21,7%,-1.6%,-2%[10.9 µM],0%
COc1cccc([C@@H]2Oc3ccc(OC)cc3/C(=N/OC[C@@H](O)COCc3ccco3)[C@@H]2O)c1,10%[9.22 µM],/,/,7%[9.22 µM]
CCc1cccc(C)c1NC(=O)C1CCN(S(=O)(=O)c2c(C)noc2/C=C/c2c(C)cc(C)cc2C)CC1,3%,?,-5%[10.9 µM],-11%
CCCC(c1nnnn1Cc1cccs1)N1CCN(c2ccc(OC)cc2)CC1 (stereo unspecified),5%,2.4%,-3%,-3%
Cc1cccc(NC(=O)CCn2nc(-c3ccccc3)c3ccccc3c2=O)c1,12%,1.7%,-11%[10.9 µM],-13%
O=C1CN(C(=O)COC(=O)COc2ccc3c(c2)CCC3)c2ccccc2N1,-2%,0.3%,1%,-7%
Cc1cnc(C(=O)N2CCN(S(=O)(=O)c3ccc4ccccc4c3)CC2)cn1,3%,4.5%,-18%,-4%
CCOC(=O)c1cnc2ccc(C)cc2c1Nc1ccc(OCc2ccccc2Cl)cc1,-16%,?,-20%[10.9 µM],-13%
COc1ccccc1NC1=NCC(=O)N1Cc1ccccc1,16%,?,-2%,16%
Cc1cc(NC(=O)c2cc3ncc(Br)cn3n2)no1,-7%,-1.7%,9%,-2%
CCC(=O)N1c2ccccc2CC1C(=O)NCc1cc(OC)ccc1OC (stereo unspecified),-4%,?,9%[10.9 µM],-9%
CCOC(=O)c1ccc(NC(=O)c2cc3c(=O)n(C)c4ccccc4c3n2C)cc1,5%,?,11%[10.9 µM],-15%
Nc1nc2n(c1C(=O)c1ccccc1)CCC2,8%,1.5%,-4%,11%
Cc1ccccc1C(=O)Nc1sc2c(c1C(=O)N1CCCCC1)CCC(C)C2 (stereo unspecified),13%,?,-16%[10.9 µM],-14%
Cc1nnc(N2CCN(c3ccccc3F)CC2)c2c1nnn2Cc1ccccc1,9%,?,-11%[10.9 µM],44%[activator]
Cc1cc(C)c(NS(=O)(=O)c2cc(-c3onc(C)c3C)ccc2C)c(C)c1,8%,-0.3%,-2%[10.9 µM],4%
COc1cc(Br)cc(/C=N/c2ncn[nH]2)c1O,-1%,?,0%,7%
CCc1cccc(-n2c(=O)c3cccnc3n2CC(=O)Nc2ccccc2C(=O)OC)c1,1%,?,-2%[10.9 µM],-27%
CCO/C([O-])=N/c1c[n+](N2CCOCC2)no1,-12%,0.2%[25.6 µM],12%,13%
Cc1ccc(-n2c(=O)cc(N3CC(C)CC(C)C3)[nH]c2=O)cc1 (stereo unspecified),10%,0.0%,-3%,-8%
COCCn1c(SCc2nc3ccccc3s2)nc2ccccc21,-7%,?,-7%,-11%
Cc1ccc(C)c(NC2=NCC(=O)N2c2ccc3c(c2)OCCO3)c1,-30%,/,/,-7%
COc1ccc(Cc2nnc(SCC(=O)N3CCN(c4ccccc4)CC3)o2)cc1,4%,1.5%,-15%,2%
COC(=O)N1CCC[C@@]2(CCN(c3ccccc3)C2)C1,-5%,0.5%[11.4 µM],/,-17%
Cc1cc(C)cc(-c2nnc(SCC(=O)c3ccc4c(c3)OCCO4)o2)c1,5%,/,/,17%
COC(=O)c1ccccc1NC(=O)N1CCc2c(sc3c2CCCC3)C1c1ccc(F)cc1 (stereo unspecified),5%,0.2%,-11%[10.9 µM],22%
C1=C(CCNC2=NCCCCC2)CCCC1,3%,0.5%,-8%,8%
CCN(CC)C(=O)c1cn(C)c2ccc(S(=O)(=O)N(CC)CC)cc2c1=O,16%,-0.8%,-5%,0%
O=S(=O)(c1ccc(S(=O)(=O)N2CCCC3(CCCCC3)C2)cc1)N1CCCCC1,-2%,1.4%,2%,0%
Cc1c(NC(=O)c2ccccc2F)c(=O)n(-c2ccccc2)n1C,-6%,0.2%,-4%,0%
COc1ccc(Nc2nc3c(S(=O)(=O)c4ccccc4)nnn3c3ccc(Cl)cc23)c(OC)c1,1%,1.4%,-11%[10.9 µM],8%
O=C(c1cccn1-c1nnc(N2CCCC2)s1)N1CCN(c2ccc(F)cc2)CC1,4%,?,-11%[10.9 µM],17%
O=C(O)COc1cccc(-c2ocnc2-c2nc(-c3ccccc3)c(-c3ccccc3)o2)c1,9%,?,-12%,-2%
O=C(Cn1nc(Cl)nc1Cl)c1cc2ccccc2oc1=O,-1%,2.6%,0%,1%
O=C(c1cnn2cccnc12)N1CCN(c2ccccc2)CC1,4%,0.2%,-4%,1%
COC(=O)c1ccc(Cl)cc1NC(=O)N(C)CCc1c(C)nn(C)c1C,1%,4.3%,-9%[10.9 µM],-22%
COc1ccccc1CNC(=O)CCCN1C(=O)CSc2c1c(C)nn2-c1ccccc1,4%,?,-11%[10.9 µM],2%
Cc1nn(-c2ccccc2)c(Cl)c1C(=O)N1CCN(c2ncnc3c2cnn3-c2ccccc2)CC1,10µM*,?,-25%,?
CC(C)N(C(=O)CSc1nc2ccc(Cl)cc2[nH]1)c1ccccc1,5%,?,-5%[10.9 µM],-29%
COCC(=O)N1CCC[C@@]2(CCN(c3ccccc3)C2)C1,-8%,3.2%[11.4 µM],/,-6%
CCc1ccc(N2CCn3c2nc2c3c(=O)n(Cc3cccc(C)c3)c(=O)n2C)cc1,4%,-1.0%,-6%[10.9 µM],-3%
COCCNC(=O)c1c[nH]c2ccc(S(=O)(=O)N3CCC4(CC3)OCCO4)cc2c1=O,-7%,0.1%,-4%,-16%
CCC1=C2CC[C@H]3C(=O)N(c4ccccc4)C(=O)[C@H]3[C@H]2[C@@]2(Cc3ccccc3)C(=NCCOC)OC(=O)N2C1=O,17%,/,-8%,-5%
CCOc1ccc(-n2c(C)nc3c(cnn3-c3ccc(Cl)cc3)c2=O)cc1,4%,0.5%,-4%,-6%
Cc1nc2ccccc2n1/C(=N/S(=O)(=O)c1ccc(Br)cc1)c1ccccc1,-7%,/,/,-5%
O=S(O)O.O=S(O)O.[Co].[NH2-].[NH2-].[NH2-].[NH2-],4%[9.22 µM],0.8%[11.4 µM],7%[10.9 µM],-5%[9.22 µM]
CCOC(=O)c1nc(N)c(=O)n(-c2ccccc2)n1,4%,-2.7%,-1%,-5%
CC(C)Sc1nc(NCc2ccco2)c2c3c(sc2n1)COC(C)(C)C3,2%,-2.0%,9%,13%
CC(=O)NCCNc1ncncc1-c1ccccc1C,6%,0.0%[11.4 µM],4%,6%

Carrying on.
molecule,p53ts 32C tox,IkB signaling,Imprint erasure,p53ts 39C kill
O=C(CSc1nc2ccccc2s1)N1CCOCC1,-15%,-1.8%,-21%,8%
Oc1ccc(CN2CCCc3ccccc32)c2cccnc12,?,0.6%,-26%,?
CS(=O)(=O)N1CCCC(C(=O)NCCCN2CCC(Cc3ccccc3)CC2)C1 (stereo unspecified),-4%,-0.2%,-13%,-4%
CCOc1ccc(Nc2c3c(nc4ncnn24)CC(C)CC3)cc1 (stereo unspecified),-6%,-2.7%,?,-7%
COc1ccc(NC(=O)CCS(=O)(=O)c2nc(-c3ccc4c(c3)OCO4)cc(C(F)(F)F)n2)c(OC)c1,?,?,-4%[10.9 µM],?
O=C(NC1CCCC1)C(c1ccco1)N(Cc1ccccc1)C(=O)c1csnn1 (stereo unspecified),-6%,1.7%,-8%,-2%
CCOc1ccc(NC(=O)CCCn2c(C)c3cnn(-c4ccccc4)c(=O)c3c2C)cc1,8%,?,9%[10.9 µM],-10%
COc1cc(NC(=O)CSc2nnc3n2C(C)(C)Cc2ccccc2-3)cc(OC)c1,1%,1.1%,-22%,8%
CCOc1cc(S(=O)(=O)NC2CCCC2)ccc1Cl,3%,0.5%,-18%,0%
COc1ccc(NC(=O)Nc2ccc3nccnc3c2)cc1,?,-3.5%,-41%[inhibitor],?
COc1ccc(NC(=O)CCCC2=NS(=O)(=O)c3ccccc3N2)cc1,20%,-1.7%,-8%,-2%
O=C(c1ccco1)N(Cc1cccs1)C1CCS(=O)(=O)C1 (stereo unspecified),3%,0.8%,3%,8%
O=C(OCN1C(=O)c2ccccc2C1=O)C1CCCCC1,-20%,0.9%,-5%,5%
Cc1cnc(CNc2nc(-c3cccc(NS(C)(=O)=O)c3)nc3ccccc23)cn1,5%,-6.3%[11.4 µM],-11%,5%
COc1ccc(S(=O)(=O)N(CC(=O)Nc2ccccc2Cl)Cc2ccccc2)cc1,5%,?,-16%[10.9 µM],-6%
CS(=O)(=O)c1ncc(N(Cc2ccccc2)Cc2ccco2)c(C(=O)Nc2cccc(C(F)(F)F)c2)n1,7%,?,-12%[10.9 µM],27%
Cc1ccc(-n2ncc3c(N(C)Cc4ccccc4)ncnc32)cc1,?,1.6%,-12%[10.9 µM],16µM*
COC(=O)N1CCC2(CC1)CN(C(=O)Nc1ccccc1)C2,-17%,1.8%[11.4 µM],/,-8%
O=S1(=O)NC(=NC2CCCCCC2)c2ccccc21,0%,0.9%,-7%,5%
CCOC(=O)C1C(c2ccc3c(c2)OCO3)NC(=O)NC1(O)C(F)(F)F (stereo unspecified),-4%,-0.3%,-4%,3%
